# Screening data deposited in PubChem BioAssay by National Center for Advancing Translational Sciences (NCATS).
# Apoferritin bind: binds horse apoferritin like a general anesthetic | P02791 | apoferritin/1-aminoanthracene competitive binding, fluorescence | Potency, µM (titrated, usually from 77.5 µM), for inactives: top-dose activity change, negative = displacement, actives largely listed as inhibitors | 350,000 compounds, 0.074% hits | AID 485281; also: potency is read from the fitted curve at half-maximal effect; % is scaled to controls: 0 for no effect and ±100 for the full control effect; nearly all actives have a fitted effect of over 20% in size
# Target sequence (P02791 2-175 limits assumed): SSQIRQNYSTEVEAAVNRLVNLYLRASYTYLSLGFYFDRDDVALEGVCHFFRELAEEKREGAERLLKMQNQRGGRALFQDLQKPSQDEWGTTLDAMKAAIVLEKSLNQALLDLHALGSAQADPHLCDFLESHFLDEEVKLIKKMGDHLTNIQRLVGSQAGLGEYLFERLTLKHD
#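 Probe: 1-aminoanthracene (50% saturated, PBS). Protein: horse-spleen apoferritin, 10 uM. Incubation: 10 min, room temperature. Detection: 380 nm excitation, 535 nm emission. Analysis: normalized response, four-parameter Hill.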
# Pol eta inh: blocks human DNA polymerase eta activity. Q9Y253. recombinant Pol eta, fluorescent DNA replication assay. Potency, µM (series often up to 114 µM), for inactives: top-dose activity change, negative = inhibition, usual class: inhibitors. 390,000 compounds, 1.2% hits; also: potency is read from the fitted curve at half-maximal effect; % is scaled to controls: 0 for no effect and ±100 for the full control effect
#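 Pol eta (10 nM) was preincubated with compounds for 15 min at room temperature, after which fluorescent replication substrate (50 nM final) was added to start the reaction. Fluorescence was read kinetically at 0 and 10 min.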
# POLK inh: blocks human DNA polymerase kappa activity; Potency, µM (highest dose often 107 µM), inactives show top-dose activity, negative = inhibition, usual class: inhibitors; Q9UBT6; AID 588579; 400,000 compounds, 0.53% hits; purified Pol kappa, fluorescent DNA synthesis assay, 10 min; also: potency is read from the fitted curve at half-maximal effect; % is scaled to controls: 0 for no effect and ±100 for the full control effect
#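 Kinetic fluorescence readout at 0 and 10 min followed reaction start with substrate at 50 nM final. Beforehand, enzyme (10 nM Pol kappa) stood 15 min with compound at room temperature; buffer-only wells were negative controls.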
# APEX1 inh: inhibitors of human APE1 endonuclease; Potency, µM (top dose mostly 65.8 µM), inactives show at the top dose activity change, negative = inhibition, usual class: inhibitors; 350,000 compounds, 0.35% hits; P27695; recombinant APE1, TAMRA/BHQ-2 abasic DNA cleavage fluorescence; AID 2517;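 also: potency is read from the fitted curve at half-maximal effect; plate controls were vehicle for no effect and reference inhibitor for full effect; nearly all actives have a fitted effect of over 55% in size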
# Target sequence (P27695 whole entry, looked up): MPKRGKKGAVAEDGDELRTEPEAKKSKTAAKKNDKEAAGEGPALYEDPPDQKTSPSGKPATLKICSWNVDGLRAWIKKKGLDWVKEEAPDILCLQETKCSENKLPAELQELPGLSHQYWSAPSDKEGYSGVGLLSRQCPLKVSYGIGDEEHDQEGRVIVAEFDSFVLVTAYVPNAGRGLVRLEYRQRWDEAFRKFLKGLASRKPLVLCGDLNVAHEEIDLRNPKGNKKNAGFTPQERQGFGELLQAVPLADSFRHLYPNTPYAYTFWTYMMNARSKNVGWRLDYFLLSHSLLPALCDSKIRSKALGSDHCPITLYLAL
#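 Compound pre-exposure to 0.75 nM APE1, 15 min at ambient temperature. Reaction initiated with 50 nM TAMRA/BHQ-2 THF substrate, read immediately in kinetic mode, 525 nm excitation, 598 nm emission.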
# Glioma ERSR ind: ER stress response induction in glioma; U87-MG GRP78 promoter luciferase reporter, 16 h; Potency, µM, for the others: at the highest dose activation, usual class: activators; 420,000 compounds, 0.02% hits; also: potency is read from the fitted curve at half-maximal effect; series mostly up to about 76 µM; % of control where 0% means no effect; nearly all actives have a fitted effect of over 35% in size
#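 Stably transfected U87-MG glioma cells carrying a GRP78-based luciferase sensor; 16 h compound incubation. Luminescence end-point read 10 min after Bright-Glo addition at room temperature.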
# BLM inh: Bloom syndrome helicase (human) inhibition; 350,000 compounds, 0.2% hits; recombinant BLM DNA unwinding, fluorescence dequenching; P54132; AID 2528; Potency, µM (titrated, usually from 56.1 µM), without a hit: at the highest dose activity change, negative = inhibition, most hits filed as inhibitors;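 also: potency is read from the fitted curve at half-maximal effect; plate controls were vehicle for no effect and no enzyme for full effect; nearly all actives have a fitted effect of over 35% in size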
# Pol iota inh: blocks human DNA polymerase iota activity; Q9UNA4; Pol iota fluorescent replication assay, 10 min; Potency, µM (titrated, usually from 115 µM), without a hit: top-dose activity, negative = inhibition, most hits filed as inhibitors; 390,000 compounds, 1% hits; AID 588590; also: potency is read from the fitted curve at half-maximal effect
#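 Fluorescent replication assay read twice, at 0 min and 10 min after adding 50 nM (final) substrate. Enzyme (10 nM) and compounds were first incubated 15 min at room temperature; enzyme-free buffer wells were negative controls.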
# LDHA inh: blocks human lactate dehydrogenase A. purified LDHA, NADH/diaphorase-resazurin fluorescence; stronger effect = lower value. activity change, % (values are at about 110 or 230 µM). 480,000 compounds, 0.15% hits. AID 1347041; in the data active = activity change below about -30%; inconclusive = mostly about -25% to -30%;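 also: plate controls were DMSO wells for no effect and wells without enzyme for full effect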
#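 Human LDH5 (2 nM) was incubated with 0.06 mM NADH and 0.2 mM pyruvate for 5 min at room temperature in Tris pH 7.4. Remaining NADH was coupled through diaphorase/resazurin, and resorufin fluorescence was read at 0 and 20 min.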
# POLB inh: inhibitors of human DNA polymerase beta; 340,000 compounds, 1.3% hits; AID 485314; Pol beta primer extension/strand displacement, fluorescence kinetic; Potency, µM (titrated, usually from 114 µM), for the others: at the top dose activity change, negative = inhibition, usual class: inhibitors; also: potency is read from the fitted curve at half-maximal effect; % is scaled to controls: 0 for no effect and ±100 for the full control effect
#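 10 nM enzyme + cpd, 15 min RT; start with substrate 50 nM final; read 0 min and after 10 min RT. Corrected, normalized data; 4-parameter Hill curve fit.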
# An asterisk follows results filed as active; ? = inconclusive; · = not tested or not shown; & = joins results of further samples; [ ] = dose if it differs, or a comment. Unless noted, calls follow the shape of the dose curve; as a rule, active = well fitted curve in the direction sought with a large enough effect; inconclusive = small, poorly fitted or top-dose-only effect, or another doubt; inactive = no such curve, though single readings can be large; an effect the other way counts as inactive or inconclusive.
# Values run as follows: Apoferritin bind, Pol eta inh, POLK inh, APEX1 inh, Glioma ERSR ind, BLM inh, Pol iota inh, LDHA inh, POLB inh
C=CCn1c(SC2CCOC2=O)nc2sc(CC)cc2c1=O (stereo not given)
 : -13.9%, ?, -6.8%, -5.1%, 8.2%, 3.9%, 9.8%, -7.4, 1.4%
N#Cc1ccc(C23CC4(C2)[C@H](CN(CC2CCCCC2)[C@@H]4c2ccccc2)C3c2ccc(Cl)nc2)cc1 (stereo not given in full)
 : -20.1%&-9.4%, -3.9%, 5.2%, -3.0%&-5.9%, -6.0%, -1.8%&-6.8%, -17.6%, 0.6, -29.6%
CC(C)NCCCOc1ccc(Cl)cc1Br
 : -15.5%, -16.2%, -1.3%, -0.8%, -6.2%, 20.7%, 21.4%, -14.6, 4.9%
COCC(=O)Nc1cc([N+](=O)[O-])ccc1OC
 : 4.1%, -10.2%, -12.6%, -8.2%, -5.6%, 3.9%, 14.7%, -4.3, 22.7%
Cc1c(C(=O)N(C)C)c2ccc(Cl)cc2n1O
 : -2.0%, -4.4%, -14.2%, 6.3%, 1.1%, -4.3%, -6.8%, 4.4, 28.2%
CCC(=O)Nc1ccc(NC(=O)CSc2nnnn2-c2ccc(OC)cc2)cc1
 : -0.7%, -6.2%, 9.6%, -14.7%, -4.2%, -9.4%, 18.4%, -5.4, 6.6%
CCOC(=O)CSc1nc2c(c(=O)[nH]c(=O)n2C)n1CCc1ccccc1
 : -12.4%, -21.0%, -8.0%, 4.8%, -0.6%, 2.5%, 20.3%, -1.1, 8.6%
CC1(C(=O)O)CCC(C(=O)NNC(=O)c2ccccc2Cl)C1(C)C (stereo not given)
 : ·, -6.4%, 0.9%, ·, -9.7%, ·, 42.8%[activator], -13.2, ·
N#CCCN1CCN(S(=O)(=O)c2ccc(S(=O)(=O)N3CCCC3)cc2)CC1
 : 0.0%, -19.1%, 10.9%, 1.6%, -3.7%, 0.9%, 13.8%, 0.0, 14.4%
COCCCNc1nc(NCc2cccc(Cl)c2)c2cnn(C)c2n1
 : -9.5%, ·, -4.6%[60.1 µM], ·, ·, -1.4%, -4.0%, 2.4, 8.4%
CCCN(Cc1cccs1)C(=O)Nc1ccc(F)c(Cl)c1
 : -13.4%, -2.5%, 5.2%, ·, -0.6%, -5.8%, 94.3%[activator], -1.4, 16.5%
CC(=C\C(=O)O)/C(=C/c1ccc(C)o1)C(=O)O
 : -3.2%, 7.94µM*, ?, ?, -7.0%, 27.7%, ?, 4.8, 20µM*
COCCn1cnc2c1c(=O)n(CC(=O)Nc1cc(C)on1)c(=O)n2Cc1ccccc1
 : -10.0%, -16.5%, -3.9%, -4.5%, -2.4%, -0.5%, 19.9%, 1.2, 12.5%
O=c1/c(=C/c2ccco2)sc2n1CN(c1cccc(Br)c1)CN=2
 : ?, -10.1%, -14.3%, -0.5%, 0.4%, 6.0%, 29.5%, -2.1, -1.2%
O=C(Nc1nnc(C(F)(F)F)s1)c1c(F)cccc1F
 : -7.7%, -2.9%, -9.7%, 1.2%, -5.9%, -6.2%, -0.1%, -2.2, 5.5%
NC(=S)N/N=C/c1ccccc1[N+](=O)[O-]
 : -6.7%, -5.9%, 0.5%, 24.0%, -1.5%, -6.0%, 75.2%[activator], -9.9, 2.6%
CS(=O)(=O)N(CC(=O)N1CCCC1)c1ccc(Cl)cc1
 : -3.3%, -3.4%, -10.7%, -6.7%, -4.0%, -0.2%, 29.8%, -4.1, 6.0%
CCCN1CCC(=NNc2ccc(S(N)(=O)=O)cc2[N+](=O)[O-])CC1
 : -21.6%, -3.4%, 0.5%, 0.4%, 3.5%, 1.2%, 68.2%[activator], -3.4, 0.2%
CN(C)/C=N/c1ncc(C(=O)c2ccc3ccccc3c2)s1
 : ?, 0.2%, -12.7%, 4.6%, 10.7%, -3.5%, -1.3%, -10.6, 35.7%
CCc1nn(CC(=O)Nc2ccc(NC(C)=O)cc2)c(=O)c2cc3sccc3n12
 : 0.3%, 15.1%, -6.2%, ·, -3.0%, -2.1%, -13.1%, 1.4, 32.8%
COc1ccc(OC)c2sc(NC(=O)CCSc3ccccc3)nc12
 : 9.3%, -7.0%, -5.3%, -11.0%, -7.0%, -9.8%, ?, -3.3, 14.5%
COc1ccc(-n2c(NN)nc3sc4c(c3c2=O)CCCC4)cc1
 : -16.6%, -9.0%, -6.3%, -1.2%, 1.5%, -1.9%, 29.1%, -10.4, 2.2%
Cc1ccc2cc(C=O)c(N3CCOCC3)nc2c1C
 : -15.4%, -4.1%, -10.0%, 8.0%, -3.5%, -9.0%, 122.9%[activator], -7.4, 0.1%
O=C(Nc1cc(F)ccc1F)C1CCN(c2nc3ccccc3n3cccc23)CC1
 : -15.0%, -18.3%, -0.8%, ·, -4.1%, -3.2%, 33.7%[activator], -4.2, -14.1%
CCc1nc(Nc2ccccc2O)c2oc3ccccc3c2n1
 : -8.5%, -15.2%, 6.7%, 16.6%, -0.5%, -0.6%, 13.4%, -5.0, -2.4%
CCOC(=O)C(NC(=O)c1ccc(OC)cc1)(N1CCOCC1)C(F)(F)F (stereo not given)
 : 11.1%, -10.2%, -6.8%, -1.3%, -3.0%, -8.1%, 3.2%[58.9 µM], -7.1, 5.2%
COc1ccc(CNC(c2ccccc2)c2ccc(Cl)cc2)cc1 (stereo not given)
 : 9.9%, ?, 2.3%, -2.0%, -5.4%, -1.1%, 16.1%, -12.9, -7.3%
CC(C)C(=O)Nc1nnc(SCC(=O)NCc2ccco2)s1
 : -0.4%, -5.7%, -14.5%, 0.6%, -4.1%, 3.7%, 282.6%[activator], -3.4, 2.8%
Cc1cccc(C)c1NC(=O)N1C(C(=O)O)CSC1C(=O)O (stereo not given)
 : 13.5%, -11.3%, -14.3%, -4.0%, -2.2%, 4.1%, 18.7%, -7.2, -7.0%
CC1CCC(NC(=O)CN2C(=O)NC3(CCCCC3C)C2=O)CC1 (stereo not given)
 : ·, -6.4%, -5.6%, -7.3%, -0.5%, ·, -6.7%, -6.0, ·
CCOC(=O)c1cn(CC)c2cc3c(cc2c1=O)OCO3
 : ·, -0.9%, 9.0%, 16.7%, -4.6%, ·, -6.7%, 1.3, ·
O=C(Nc1cc(Cl)ccc1O)C1CC(c2c(F)cccc2Cl)=NO1 (stereo not given)
 : ?, -11.9%, -4.3%, -20.0%, 0.4%, -4.7%, 82.7%[activator], -4.7, 0.6%
CC(=O)Oc1ccccc1C(=O)N1CCN(S(=O)(=O)c2ccc3ccccc3c2)CC1
 : 7.6%, -3.3%, -9.6%, 16.8%, -3.5%, -2.8%, 5.9%, -8.1, 1.6%
CC(C)c1cc(C(=O)NNC(=S)NC2CCCCC2)cs1
 : ?, 10.8%, -22.8%, 16.2%, 1.8%, -0.8%, 6.4%, -5.8, 10.2%
COC(=O)c1cc(C(=O)N2CCN(c3ccccc3OC)CC2)cc([N+](=O)[O-])c1
 : ?, -16.8%, -5.6%, 2.5%, -4.4%, -5.0%, 62.3%[activator], -1.4, -1.0%
Cn1cccc1/C=N/NC(=O)c1cc2ccccc2cc1O
 : -0.3%, -21.7%, -6.3%, -25.8%, 8.3%, -5.4%, -10.0%, 10.1, 0.2%
Cc1ccc2c(c1)C1(C)C(C(C)(C)N2C=O)C1(Cl)Cl (stereo not given)
 : -5.7%, -13.0%, -5.9%, 1.6%, -1.9%, -5.0%, 35.4%[activator], -0.6, -15.3%
CC(C)CCN(Cc1ccco1)S(=O)(=O)c1csc(C(N)=O)c1
 : -10.8%, -0.3%, -5.7%, -18.9%, -3.1%, -6.6%, 20.1%, 3.0, -16.8%
COc1ccc(Cl)cc1NS(=O)(=O)c1ccc2c(c1)NC(=O)CCS2
 : -9.0%, -8.5%, -0.9%, -11.8%, 0.8%, -0.7%, 20.6%, -1.1, 10.9%
C=CCC[C@@H](Cc1ccc(F)cc1)C(=O)OC[C@H](Cc1c[nH]c2ccccc12)NC(=O)[C@@H](CC=C)CC(=O)N(CCO)Cc1ccccc1
 : ·, ?, -15.3%, -4.1%, -2.0%, ·, 73.0%[activator], 2.6, ·

# Entries above containing a nitro group on carbon (4):
# Values run as follows: Apoferritin bind, Pol eta inh, POLK inh, APEX1 inh, Glioma ERSR ind, BLM inh, Pol iota inh, LDHA inh, POLB inh
COCC(=O)Nc1cc([N+](=O)[O-])ccc1OC
 : 4.1%, -10.2%, -12.6%, -8.2%, -5.6%, 3.9%, 14.7%, -4.3, 22.7%
NC(=S)N/N=C/c1ccccc1[N+](=O)[O-]
 : -6.7%, -5.9%, 0.5%, 24.0%, -1.5%, -6.0%, 75.2%[activator], -9.9, 2.6%
CCCN1CCC(=NNc2ccc(S(N)(=O)=O)cc2[N+](=O)[O-])CC1
 : -21.6%, -3.4%, 0.5%, 0.4%, 3.5%, 1.2%, 68.2%[activator], -3.4, 0.2%
COC(=O)c1cc(C(=O)N2CCN(c3ccccc3OC)CC2)cc([N+](=O)[O-])c1
 : ?, -16.8%, -5.6%, 2.5%, -4.4%, -5.0%, 62.3%[activator], -1.4, -1.0%

# The list goes on:
# Values run as follows: Apoferritin bind, Pol eta inh, POLK inh, APEX1 inh, Glioma ERSR ind, BLM inh, Pol iota inh, LDHA inh, POLB inh
CN1CCN(c2ncnc3c2[nH]c2ccc(F)cc23)CC1
 : 4.2%, -15.3%, 4.0%, -1.0%, -3.4%, 28.3%, -18.5%, -11.8, -1.3%
CC(C)CC(COCc1cccc(Cl)c1)N1CCN(C(=O)c2ccc(C(F)(F)F)cc2)CCC1=O (stereo not given)
 : -21.7%, -26.7%, 0.7%, 1.9%, -1.4%, -14.7%, -10.7%, 2.6, 1.6%
COCCNC(=O)c1cc(-c2ccccc2)n(CC2CC(c3ccc(OC)cc3)=NO2)n1 (stereo not given)
 : ·, -13.4%, 0.4%, 18.5%, -2.1%, ·, -4.7%, 1.0, ·
CC(Oc1ccc(Cl)cc1)C(=O)NCCCn1ccnc1 (stereo not given)
 : -5.8%, 10.8%, 0.2%, 12.4%, -0.2%, -1.9%, ?, -1.7, 5.9%

# These rows are one share of the data, so the mix of outcomes need not match the whole.
